# JMJD2E inh: qHTS Assay for Inhibitors of Human Jumonji Domain Containing 2E (JMJD2E); Lysine-specific demethylase 4E (Homo sapiens), B2RXH2; JMJD2E catalytic domain, FDH-coupled NADH fluorescence (FDH is formaldehyde dehydrogenase); Potency, µM (titrated, usually from 57.1 µM), inactives show at the highest dose activity change, negative = inhibition, hits mostly inhibitors; actives 1.6% (n = 230,000); AID 2147, 2009; active = well fitted inhibition curve with a large enough effect, not every such curve was filed as active; inconclusive = small, poorly fitted or top-dose-only effect, or another doubt; inactive = no such curve, though single readings can be large or run the other way;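 also: 0% = wells with enzyme and -100% = buffer wells without enzyme; nearly all actives have a fitted effect of over 50% in size; many of its hits are not listed in these tables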
# IMPase Li inh: qHTS Assay for Identifying the Cell-Membrane Permeable IMPase Inhibitors: Potentiation with Lithium; CHO-M1 cells, IP1 TR-FRET (IP-One), carbachol + lithium; Potency, µM (doses to about 59.4 µM), inactives show at the top dose activity, negative = IMPase inhibition, hits mostly inhibitors; actives 0.35% (n = 210,000);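 also: IP1 builds up when IMPase is blocked and the TR-FRET signal falls; plate controls were basal vehicle for no effect and high inhibitor control for full effect; nearly all actives have a fitted effect of over 50% in size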
#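 Test compounds were applied to CHO-M1 cells previously cultured for 16–30 h at 2000 per well. A small lithium amount accompanied them; after 30 min at 37C, IP1 was quantified by TR-FRET.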
# Epigenetic reg: Quantitative High-Throughput Screen for Regulators of Epigenetic Control | murine LDR cells, GFP reporter derepression, 30 h | Potency, µM (doses to about 53.9 µM), for inactives: at the highest dose GFP activation, usual class: activators | actives 0.2% (n = 280,000) | AID 1865, 2009; also: % of control where 0% means no effect; nearly all actives have a fitted effect of over 60% in size
#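 GFP-positive cell count by laser-scanning cytometry (objects 20–120 um) after 30 h, 37 C compound exposure of murine LDR cells; reporter is CMV-GFP integrated at a silenced locus, inducible by HDAC or DNMT inhibitors.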
# NPSR antag: qHTS Assay for Antagonists of the Neuropeptide S Receptor: cAMP Signal Transduction. CHO-NPSR cells, cAMP TR-FRET, antagonist mode. Potency, µM (series often up to 38.3 µM), inactives show top-dose activity change, negative = inhibition, hits mostly inhibitors. actives 1% (n = 220,000). AID 1461, 2008; also: % is scaled to controls: 0 for no effect and ±100 for the full control effect; nearly all actives have a fitted effect of over 50% in size; many of its hits are not listed in these tables
# RGS12 GoLoco inh: qHTS Assay for Inhibitors of RGS12 GoLoco Motif Activity (Red Fluorophore) | AID 880, 2007 | Gai1:RGS12 GoLoco peptide FP, rhodamine, 10 min | actives 0.44% (n = 230,000) | Potency, µM (top dose mostly 61.6 µM), for the others: top-dose activity, negative = inhibition, most hits filed as inhibitors; active = well fitted inhibition curve with a large enough effect, not every such curve was filed as active; inactive = no such curve, though single readings can be large or run the other way; also: % is scaled to controls: 0 for no effect and ±100 for the full control effect; nearly all actives have a fitted effect of over 30% in size; many of its hits are not listed in these tables
# KinaseGlo FLuc: Counterscreen for Luciferase (Kinase-Glo TM) Inhibition. actives 0.28% (n = 200,000). Luciferin 4-monooxygenase (Photuris pensylvanica), Q27757. AID 1379, 2008. Kinase-Glo luciferase, ATP luminescence, 8 min. Potency, µM (highest dose often 38.3 µM), inactives show at the top dose activity change, negative = inhibition, actives largely listed as inhibitors; also: % is scaled to controls: 0 for no effect and ±100 for the full control effect; nearly all actives have a fitted effect of over 60% in size
#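 Compounds were added to a substrate mix at pH 7.2 (50 mM imidazole, 10 uM ATP, within the enzyme's linear range), followed by Kinase-Glo detection reagent; luminescence was measured after 8 minutes at ambient temperature.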
# SMN2 splice enh: qHTS Assay for Enhancers of SMN2 Splice Variant Expression. AID 1458, 2008. HEK293 SMN2-luciferase splicing reporter, luminescence, 30-36 h. Potency, µM (titrated, usually from 46.1 µM), inactives show at the highest dose activity change, positive = activation, hits mostly activators. actives 2.8% (n = 210,000); also: % of control where 0% means no effect; nearly all actives have a fitted effect of over 55% in size
#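 HEK293 cells carry an SMN2 minigene-luciferase reporter in which exon 7 inclusion puts luciferase in frame. Cells were seeded at 2000 cells/well, attached for 10-12 hours, then exposed to compounds for 30-36 hours at 37C before ONE-Glo luminescence.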
# RECQ1 helicase: qHTS Assay for Inhibitors of RecQ-Like Dna Helicase 1 (RECQ1) | actives 0.54% (n = 240,000) | ATP-dependent DNA helicase Q1 (Homo sapiens), P46063 | RECQ1 DNA unwinding, red fluorescence kinetic read | Potency, µM (top dose mostly 57.3 µM), without a hit: at the top dose activity, negative = inhibition, hits mostly inhibitors;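 also: plate controls were vehicle for no effect and no enzyme for full effect; nearly all actives have a fitted effect of over 30% in size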
# Target sequence (P46063 whole entry, looked up): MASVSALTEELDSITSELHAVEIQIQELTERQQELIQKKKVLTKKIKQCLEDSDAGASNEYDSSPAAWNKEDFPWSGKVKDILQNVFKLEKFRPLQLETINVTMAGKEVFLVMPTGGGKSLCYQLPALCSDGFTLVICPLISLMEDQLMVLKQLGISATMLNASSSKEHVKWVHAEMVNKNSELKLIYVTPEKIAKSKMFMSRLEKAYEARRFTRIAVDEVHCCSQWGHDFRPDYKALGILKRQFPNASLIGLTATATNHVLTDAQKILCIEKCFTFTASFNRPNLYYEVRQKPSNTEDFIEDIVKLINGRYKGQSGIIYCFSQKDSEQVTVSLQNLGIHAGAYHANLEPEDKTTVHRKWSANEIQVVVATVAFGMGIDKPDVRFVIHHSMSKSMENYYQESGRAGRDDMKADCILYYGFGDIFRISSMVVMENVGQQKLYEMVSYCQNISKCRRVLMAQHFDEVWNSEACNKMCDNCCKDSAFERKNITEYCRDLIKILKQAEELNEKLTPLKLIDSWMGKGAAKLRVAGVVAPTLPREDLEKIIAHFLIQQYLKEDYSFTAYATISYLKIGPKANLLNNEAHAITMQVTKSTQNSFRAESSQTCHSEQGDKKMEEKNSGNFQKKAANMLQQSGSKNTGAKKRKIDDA
#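 RECQ1T1 50 nM; forked duplex (20 bp + 30-nt ss tails) 200 nM, ATP 2 mM final; pH 8.0, 2 mM MgCl2, 2.5 ug/ml poly(dI-dC); 15 min compound preincubation; discontinuous kinetic read over 2 h at RT.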
# * = called active by the depositor; i = inactive; u = inconclusive; x = not tested or not shown; [ ] = another dose, or the depositor's remark. Unless noted, calls follow the shape of the dose curve; as a rule, active = well fitted curve in the direction sought with a large enough effect; inconclusive = small, poorly fitted or top-dose-only effect, or another doubt; inactive = no such curve, though single readings can be large; an effect the other way counts as inactive or inconclusive. Potency is read from the fitted curve at half-maximal effect.
SMILES,JMJD2E inh,IMPase Li inh,Epigenetic reg,NPSR antag,RGS12 GoLoco inh,KinaseGlo FLuc,SMN2 splice enh,RECQ1 helicase
O=C(OCc1cc([N+](=O)[O-])cc2c1OCOC2)c1ccccn1,-3%,-3%,-4.0%,2%,-1%,-2%,18%,0%
COc1ccc(NC(=S)Nc2ccc(C)c(S(=O)(=O)N3CCCCC3)c2)cc1,5%,3%,-0.9%,2%,-11%,-4%,-13%[1.84 µM],1%
CCN(CC)c1ccc(NC(=O)COC(=O)COc2ccccc2[N+](=O)[O-])cc1,-1%,6%,-0.5%,6%,-18%,-1%,-4%,11%
CCc1nnc(NC(=O)c2cc(S(=O)(=O)N3CCOCC3)ccc2N2CCCCC2)s1,-5%,9%,-2.6%,-10%,15%,3%,8%,-6%
Cc1sc(N)nc1-c1cccs1,3%,-4%,-1.2%,-3%[46.1 µM],5%,0%,-16%,i
O=C(O)c1ccc([N+]2=Cn3c(nc4ccccc43)C2)cc1,x,4%,x,x,2%[14.2 µM],-1%[7.66 µM],2%[9.22 µM],x
CC(C)OCCCNC(=O)c1cc2c(s1)CS(=O)(=O)C2,-6%,-2%,0.9%,-4%[46.1 µM],4%,-3%,-1%,-5%
N#Cc1cc2c(nc1SCC(=O)O)CCCCC2,u,x,1.5%,8%,-3%,x,x,10%
COc1ccc(-n2ncc3c(NCCCN4CCOCC4)ncnc32)cc1,u,0%[38.3 µM],0.0%,-7%[46.1 µM],-1%,1%,-2%,-12%
Cc1ccc(C)n1N1C(=O)/C(=C\c2ccc(Cl)cc2)SC1=S,u,-3%[38.3 µM],-1.1%,-20%[46.1 µM],28%,-7%,3%,-5%
CCc1sc(N2C(=O)C3C4CCC(C4=C(C)C)C3C2=O)nc1-c1ccccc1 (stereo not given),-6%,23%[38.3 µM],1.5%,u,8%,-3%,-11%,i
COc1ccc(Cn2c(C)cc3c(c2=O)C(c2cccs2)C(C#N)=C(N)O3)cc1OC (stereo not given),-9%,4%[38.3 µM],1.5%,1%[46.1 µM],-2%,-1%,8%,-12%
c1ccc(Cn2c(CNc3nc4ccccc4n3CCN3CCOCC3)nc3ccccc32)cc1,-1%,8%[38.3 µM],-1.1%,u,3%,2%,-1%,-8%
NC(=O)C1(N2CCCCC2)CCN(C(=S)Nc2ccccc2)CC1,13%,-2%,0.0%,9%,2%,0%,-8%[1.84 µM],5%
CC1(C)C2CCC1(C)C(NC1=NCCC1)C2 (stereo not given),5%,25%[38.3 µM],1.9%,4%[46.1 µM],3%,0%,-1%,0%
CC(Oc1ccc(Cl)cc1Cl)C(=O)NC1CCSC1=O (stereo not given),-1%,30%[38.3 µM],-1.1%,16%[46.1 µM],-4%,6%,0%,-4%
COc1ccc(NC(=O)C(NC(=O)c2ccc(=O)[nH]c2)c2ccccc2)cc1 (stereo not given),3%,-3%,-1.1%,19%,-1%,-2%,3%,-7%
NC(=O)c1ccsc1NC(=O)COC(=O)C1CCCN1C(=O)c1cccs1 (stereo not given),1%,7%[38.3 µM],1.4%,-33%[46.1 µM],30%,-3%,0%,-4%
S=C1NC2(CCS1)Oc1ccccc1C1CC(c3ccccc3)=NN12 (stereo not given),7%,x,0.0%,-55%,17%,x,x,i
COc1ccc(/C=N/NC(=O)c2ccncc2)cc1CN1CCCc2ccccc21,-6%,5%,-2.2%,-58%,4%,0%,-8%,-10%
CN(C(=O)COC(=O)c1ccc(Cl)cc1N)C1CCS(=O)(=O)C1 (stereo not given),u,9%[38.3 µM],-1.0%,u,10%,-3%,1%,-5%
COc1cc(OC)cc(-c2nnc(SCC(=O)N3CCCC3)o2)c1,5%,-15%[38.3 µM],2.9%,-9%[46.1 µM],-8%,-4%,13%,-4%
CC(C)C[C@H](N)c1nnc(S(=O)(=O)Cc2ccc(F)cc2)o1,0%,41%[activator][38.3 µM],0.2%,u,-25%,-1%,x,-4%
Cc1cc(C)c2nc(NCCCNC(=S)NCCCN(C)C)c(C#N)cc2c1,u,21%,2.2%,-6%,20%,1%,-120%[inhibitor],-7%
Cc1ccc2c(c1)c1c(n2CC(O)CN2C(=O)CNC2=O)C(=O)CCC1 (stereo not given),u,-16%[38.3 µM],1.0%,3%[46.1 µM],16%,-4%,-11%,6%
O=C1CC(C(=O)Nc2ccccc2)N=C(N2CCOCC2)N1 (stereo not given),1%,16%[38.3 µM],-1.1%,1%[46.1 µM],3%,0%,24%,-2%
Cc1cc(C)nc(NC=C2C(=O)OC(C)(C)OC2=O)n1,-6%,x,-0.3%,-4%,-3%,x,x,-5%
O=C(O)[C@@H](O)c1ccccc1,-5%,x,1.6%,13%,17%,x,x,5%
CCCn1nnnc1SCC(=O)NNC(=O)c1ccco1,3%,-1%,3.1%,-21%,7%,-2%,x,-3%

# A portion of the library; the hit share may differ from the screen's.
